Rpn11 inh = Rpn11 (human) deubiquitinase inhibition; O00487; human 26S proteasome, Ub4-pepOG fluorescence polarization; 20S core pre-blocked with epoxomicin; calls only at 20 µM; hit rate 0.59% among 360,000; AID 588493;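 active means inhibition at 20 µM, scaled to each plate's controls, above about 33%, limit read from the data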
Target sequence (O00487 whole entry, looked up): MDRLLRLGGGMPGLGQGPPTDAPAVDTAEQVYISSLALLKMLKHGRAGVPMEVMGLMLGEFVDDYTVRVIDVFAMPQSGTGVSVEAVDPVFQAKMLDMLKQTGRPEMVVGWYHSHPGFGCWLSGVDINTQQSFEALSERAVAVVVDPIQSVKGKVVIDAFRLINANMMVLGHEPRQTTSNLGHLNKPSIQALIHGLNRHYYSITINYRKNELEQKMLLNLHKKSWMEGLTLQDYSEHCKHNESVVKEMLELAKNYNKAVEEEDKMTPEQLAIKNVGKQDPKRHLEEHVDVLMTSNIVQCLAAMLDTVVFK
NadD inh = NadD (S. aureus) enzyme inhibition | purified NadD enzyme, colorimetric absorbance read-out | inhibition, % at 20 µM | hit rate 0.78% among 360,000 | AID 602399; in the data active means inhibition above about 26%; further: some compounds past the cut are filed as inactive
SKN-1 block = C. elegans SKN-1 inhibition | inhibition, % at 21.8 µM | AID 624304 | C. elegans VP596 Pgst-4::GFP/RFP ratio, acrylamide-induced, 24 h | hit rate 0.49% among 360,000;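 active means interference check ratio from 0.5 to 1.5 plus GFP to RFP signal ratio inhibition reaching or exceeding a fixed threshold, cut at about 30% in these data, passing the limit was not always enough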; further: some compounds called inactive have numbers as strong as hits
DNMT1 inh = blocks human DNA methyltransferase DNMT1. inhibition (reported as % activation of signal), % at 10 µM. DNMT1 molecular beacon, Hinp1I cleavage, fluorescence. hit rate 0.83% among 360,000; in the data active means inhibition above about 50%
MT1-MMP act inh = inhibitors of human MT1-MMP activation; HT1080 RFP-PRO-GFP cells, GFP/RFP ratio fluorescence, overnight; percent of plate control window, DMSO zero; GFP/RFP ratio change, % at 20 µM; hit rate 0.061% among 360,000;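 active means GFP/RFP ratio change of at least 30% with cell ATP level not reduced by more than half and red fluorescence within 50% of control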; further: strong numbers were not always called active
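system = RFP-PRO-GFP reporter HT1080 cells | dosing = 20 µM single dose, 1% DMSO | timing = overnight cell settling, then overnight compound exposure, 37 °C, 5% CO2 | read-out basis = GFP/RFP fluorescence ratio | controls = DMSO and RFP-L50D-GFP cell wells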
SUMO1 PPI mod = modulators of human SUMO1-mediated protein-protein interactions | SUMO1 binding to a labelled peptide, TR-FRET, 1 h | hit rate 0.33% among 360,000 | P63165 | inhibition, % at 20 µM | AID 602429; in the data active means inhibition above about 37%
Target sequence (P63165 whole entry, looked up): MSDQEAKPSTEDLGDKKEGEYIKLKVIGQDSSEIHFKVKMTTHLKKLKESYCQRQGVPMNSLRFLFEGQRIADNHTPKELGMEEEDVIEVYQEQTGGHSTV
STEP inh = inhibitors of human striatal-enriched phosphatase STEP. hit rate 0.25% among 360,000. inhibition, % at 20 µM. recombinant STEP, OMFP fluorogenic substrate, fluorescence. P54829;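 active means inhibition at 20 µM, scaled per plate between control wells, above about 37%, limit read from the data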;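 further: 0% = DMSO with enzyme and substrate and 100% = substrate only without enzyme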
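Assay system: isolated STEP enzyme / Timing: 20 min at room temperature, dark / Doses: 20 µM, 1% DMSO / Technique: fluorescence intensity, excitation 480 nm, emission 540 nm / Reagent: fluorogenic phosphatase substrate OMFP at 25 µM final / Measure: percent inhibition scaled to no-enzyme and uninhibited-enzyme controls, plate-pattern corrected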
Scp-1 inhibitor = blocks human Scp-1 phosphatase activity; Recombinant Scp1, phosphopeptide, malachite green phosphate absorbance; inhibition, % at 20 µM; hit rate 0.88% among 340,000; AID 493091;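 active means inhibition above about 50% at 20 µM, limit read from the data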;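 further: plate controls were DMSO wells with enzyme for no effect and wells lacking enzyme for full effect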
Target sequence (Q9GZU7 76-261 limits assumed): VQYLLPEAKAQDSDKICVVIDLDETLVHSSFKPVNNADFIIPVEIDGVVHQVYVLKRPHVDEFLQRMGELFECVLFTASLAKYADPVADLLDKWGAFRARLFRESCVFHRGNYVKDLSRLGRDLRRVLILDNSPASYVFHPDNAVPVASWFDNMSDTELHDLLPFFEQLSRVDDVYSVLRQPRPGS
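Material – SCP-1 phosphatase catalytic domain, residues 76-261 · Buffer or medium – Acidic Tris acetate buffer with magnesium and detergent · Also added – Phospho 17-mer peptide substrate · Compound – single 20 µM dose, 1% DMSO · Times – 45 min room-temperature reaction, 5 min colour, 30 min stabiliser · Technique – Phosphate-binding colour reagent, absorbance read at 630 nm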
CendR NRP1 mod = alters CendR peptide binding to human NRP-1; O14786; FAM-RPARPAR peptide binding to NRP-1, fluorescence polarization; inhibition, % at 25 µM; hit rate 0.85% among 360,000; AID 602438;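 active means inhibition or corrected inhibition above about 18%, plus a signal ratio from 0.5 to 1.5, limit read from the data, passing the limit was not always enough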; further: strong numbers were not always called active
LMPTP inh = LMPTP (human) inhibition; recombinant LMPTP-A, OMFP fluorogenic substrate, fluorescence intensity; inhibition, % at 20 µM; hit rate 0.22% among 360,000; AID 651560;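 active means compounds that cut the enzyme signal by at least half of the control window in the single-dose screen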;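 further: plate controls were DMSO wells with enzyme plus substrate for no effect and substrate without enzyme for full effect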
Target sequence (P24666 whole entry, looked up): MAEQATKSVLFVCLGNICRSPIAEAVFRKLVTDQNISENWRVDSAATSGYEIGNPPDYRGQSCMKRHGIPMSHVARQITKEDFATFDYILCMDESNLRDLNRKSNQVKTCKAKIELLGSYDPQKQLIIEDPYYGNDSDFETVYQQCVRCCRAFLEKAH
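Buffer or medium: Bis-Tris pH 6.0, DTT, detergent; Assay system: LMPTP-A enzyme; Quantity: 0.625 nM enzyme; Detection: endpoint fluorescence intensity; Times: 50 min dark incubation at room temperature; Controls: substrate-only low control, DMSO enzyme-plus-substrate high control; Doses: single 20 µM dose; Read-out: percent inhibition versus substrate-only and uninhibited controls; Reagent: 400 µM OMFP.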
* hit, by the source's call; i = inactive; · = no result given; + = active, no number.

SMILES	Rpn11 inh	NadD inh	SKN-1 block	DNMT1 inh	MT1-MMP act inh	SUMO1 PPI mod	STEP inh	Scp-1 inhibitor	CendR NRP1 mod	LMPTP inh
CCn1c(SCC(=O)Nc2cccc(C)n2)nnc1-c1ccco1	i	11	6	4	2	-1	-5	-10	-15	-0.3
Cc1ccc(S(=O)(=O)N2CCC(C(=O)OC(C)C(=O)NCc3ccccc3)CC2)cc1C (configuration not stated)	i	-7	0	-2	0	3	-2	1	1	-0.8
CNc1cncc(C(=O)O)c1	i	2	1	-1	1	3	2	-4	8	-1.0
CC(=C/c1ccccc1)/C=N/n1cnnc1	i	2	-1	-6	0	-12	0	-4	-7	1.4
O=C(CN(C(=O)CCC(=O)Nc1nccs1)c1ccc2c(c1)OCO2)NCC1CCCO1 (configuration not stated)	i	-2	-9	0	1	-1	3	-11	-13	-1.0
Cc1ccc(N=C2SC(C(=O)O)CC(=O)N2C)cc1C (configuration not stated)	i	-5	5	4	-5	-4	2	-5	12	-0.6
CCOCCCNC(=S)N1CCN(Cc2ccc3c(c2)OCO3)CC1	i	3	8	1	4	-2	2	-3	-9	0.5
O=C(NCc1nc2ccccc2[nH]1)C1CCCCC1	i	-6	15	-1	1	-1	1	-1	-8	1.8
O=C1CCC([N+](=O)[O-])C(c2ccc(C(F)(F)F)cc2)N1 (configuration not stated)	i	-1	-6	2	1	0	0	-7	6	-0.3
N#C/C(=C\c1ccco1)C(=O)Nc1cccc2ncccc12	i	2	2	-2	-8	-20	-1	-6	-2	-0.6
O=C(NNC(=O)c1ccc2nonc2c1)Nc1ccc(Cl)cc1	i	-3	1	2	1	-35	4	-17	-2	-1.0
NS(=O)(=O)c1ccc(NC(=O)CCC2CCCCC2)cc1	i	4	4	1	7	-3	-3	-3	-1	-0.3
N/C(Cc1cccs1)=N\OC(=O)COc1ccccc1	i	5	7	0	-3	-1	0	-6	-6	-0.6
CCOc1ccc2nc(SCc3cccc(C)c3)nc(C)c2c1	i	5	6	-3	-4	10	-1	1	-22	0.9
CSc1ccc(C(=O)Nc2cc(S(=O)(=O)N3CCOCC3)ccc2N2CCOCC2)cc1[N+](=O)[O-]	i	-4	12	-8	-6	-23	-1	-14	-3	1.0
O=C(CCc1c[nH]c2ccccc12)NCc1ccc2c(c1)OCO2	i	-1	11	-2	-2	-2	-2	-4	9	-0.8
CCOC(=O)C(NC(=O)CC)(N1CCc2ccccc2C1)C(F)(F)F (configuration not stated)	i	-2	-8	0	-1	1	-1	-3	3	-0.6
COCCN(Cc1ccccc1)C(=O)C1CCN(C(=O)Nc2ccccc2)CC1	i	-1	-23	6	-2	1	1	-2	-4	-0.6
O=C(CCc1nc2ccccc2c(=O)[nH]1)Nc1cc(Cl)ccc1N1CCCCC1	i	12	16	4	-14	10	4	2	-29	1.9
Cc1cccc(NC(=O)CCc2ccc(N3C(N)=NC(N)=NC3(C)C)cc2)c1	i	-4	6	6	-15	2	-4	·	14	0.5
CCOC(=O)c1sc(NC(=O)C2CC2)nc1C	i	0	-8	0	-3	5	1	-10	-4	0.2
COc1ccc(C(=O)OCC(=O)c2ccc(Cl)s2)c(OC)c1OC	i	-11	-1	-2	-1	-9	-1	-8	6	0.1
CC1=[N+](C)N(c2ccccc2)C(=O)C1N=Cc1c(Cl)cccc1Cl (configuration not stated)	i	-5	7	5	0	-6	1	-6	4	-1.9
O=C(COC(=O)CSc1ccc(Cl)cc1)Nc1ccccc1	i	-13	-1	-1	2	5	0	-8	6	0.4
COc1ccccc1CNc1nc(NCc2cccc(OC)c2OC)c2sccc2n1	i	10	2	-6	6	-4	2	·	0	37
Nc1cc(C(F)(F)F)ccc1Nc1ccccc1	i	-2	-2	2	-1	-1	-2	1	-6	1.3
O=C(O)CN1C(=O)/C(=C/C=C/c2ccccc2)SC1=S	i	1	4	6	-9	-7	-1	-4	-47	-1.8
CCCCC1CC(=O)NC1(C(=O)OCC)C(=O)OCC (configuration not stated)	i	-1	5	4	1	2	1	0	20	-0.3
COC(=O)C1=C(N)Oc2cc(C)[nH]c(=O)c2C1c1cccnc1 (configuration not stated)	i	-1	1	-1	8	0	0	-2	16	2.5
COc1ccccc1C(=O)Nc1c(C)n(C)n(-c2ccccc2)c1=O	i	1	-3	-2	1	-9	0	2	2	0.4
COc1ccc(NC(=O)CSc2nc(SC)ns2)c(OC)c1	i	-14	-7	1	0	7	1	-7	4	-0.2
O=C1CC2C(CCC23OCCO3)c2ccc3ccccc3c21 (configuration not stated)	i	-7	26	0	-4	-26	-1	-10	2	0.8
CC(C)N(CCNCC(O)COc1ccc(C(C)(C)c2ccccc2)cc1)C(C)C (configuration not stated)	i	-8	-12	-1	-1	-1	2	-2	-6	-5.5
O=C(NNC(=O)c1ccccc1O)c1ccc(NS(=O)(=O)c2ccc(F)cc2)cc1	i	-2	-16	1	5	5	0	-8	-6	-0.1
COc1ccccc1N1CCN(C(=O)C(C)CS(=O)(=O)c2ccc3c(c2)NC(=O)CS3)CC1 (configuration not stated)	i	4	9	43	0	29	7	59*	-20	0.3
O=c1c(Cl)c(N2CCC3(CC2)OCCO3)cnn1C12CC3CC(CC(C3)C1)C2	i	0	21	2	1	-19	1	-23	0	0.0
COc1cc(C(=O)COC(=O)CNC(=O)C2CCCCC2)cc(OC)c1OC	i	-1	-4	6	-5	-2	-1	-3	4	-2.9
COc1ccc(OC)c(C2C(C(=O)c3cc4ccccc4o3)=C(O)C(=O)N2c2cc(C)on2)c1 (configuration not stated)	i	16	-10	5	11	-19	0	-15	-5	7.4
Cc1ccc(Cn2ncc(C)c2N)o1	i	-1	-9	3	2	0	0	9	-4	-0.6
CCCc1cc(=O)[nH]c(SCc2csc(-c3ccccc3)n2)n1	i	-3	7	2	5	-3	4	-6	-6	-1.2

Quoted at random: three entries already listed.
SMILES	Rpn11 inh	NadD inh	SKN-1 block	DNMT1 inh	MT1-MMP act inh	SUMO1 PPI mod	STEP inh	Scp-1 inhibitor	CendR NRP1 mod	LMPTP inh
N/C(Cc1cccs1)=N\OC(=O)COc1ccccc1	i	5	7	0	-3	-1	0	-6	-6	-0.6
O=C(NCc1nc2ccccc2[nH]1)C1CCCCC1	i	-6	15	-1	1	-1	1	-1	-8	1.8
NS(=O)(=O)c1ccc(NC(=O)CCC2CCCCC2)cc1	i	4	4	1	7	-3	-3	-3	-1	-0.3

By substructure, those above containing fluorine
SMILES	Rpn11 inh	NadD inh	SKN-1 block	DNMT1 inh	MT1-MMP act inh	SUMO1 PPI mod	STEP inh	Scp-1 inhibitor	CendR NRP1 mod	LMPTP inh
O=C1CCC([N+](=O)[O-])C(c2ccc(C(F)(F)F)cc2)N1 (configuration not stated)	i	-1	-6	2	1	0	0	-7	6	-0.3
CCOC(=O)C(NC(=O)CC)(N1CCc2ccccc2C1)C(F)(F)F (configuration not stated)	i	-2	-8	0	-1	1	-1	-3	3	-0.6
Nc1cc(C(F)(F)F)ccc1Nc1ccccc1	i	-2	-2	2	-1	-1	-2	1	-6	1.3
O=C(NNC(=O)c1ccccc1O)c1ccc(NS(=O)(=O)c2ccc(F)cc2)cc1	i	-2	-16	1	5	5	0	-8	-6	-0.1

New compounds follow.
SMILES	Rpn11 inh	NadD inh	SKN-1 block	DNMT1 inh	MT1-MMP act inh	SUMO1 PPI mod	STEP inh	Scp-1 inhibitor	CendR NRP1 mod	LMPTP inh
COc1ccc([N+](=O)[O-])cc1C(=O)Nc1ccc(Cc2ccncc2)cc1	i	-4	-2	-1	1	-9	6	-3	8	1.3
O=C(/C=C/c1ccc(F)cc1)NNC(=O)CCN1CCN(Cc2ccccc2)CC1	i	-1	1	-4	-6	-6	0	4	4	-0.5
N#CCC(=O)Nc1ccc(C(=O)OCC(=O)C23CC4CC(CC(C4)C2)C3)cc1	i	12	-7	-8	3	2	4	-11	-19	1.9
CCCCCC(O)(c1ccc(OC)cc1)C(CN1CCOCC1)c1ccccc1 (configuration not stated)	i	-11	6	2	-36	1	-2	31	3	0.1
O=C(Nc1ccc(-n2cnnn2)cc1)c1cn2ccccc2n1	+	0	-1	0	0	19	3	6	-13	5.5
CCOC(=O)CCn1nnc(N)n1	i	6	1	1	0	-2	-4	-3	-13	-2.0
CC[C@]12c3[nH]c4ccccc4c3CCN1C(=O)C(CC(=O)NCCCN(C)C)C[C@@H]2C(=O)N1CCN(C(=O)C2CC2)CC1 (some centres not stated)	i	0	6	7	2	-16	-4	7	-4	-9.4
Oc1ccc(C[C@@H]2CNCCN2CCc2cccc3ccccc23)cc1	i	-5	-17	-1	-8	-12	0	9	-15	-1.2
Cc1cccc(CN2CCN(C3CN(Cc4cn(Cc5ccc(Cl)cc5)nn4)S(=O)(=O)C3)CC2)c1 (configuration not stated)	·	1	-11	·	2	0	·	·	4	-0.1
COc1cc(CNc2ncnc3c2ncn3[C@H]2CN(Cc3ccc(Cl)cc3)C[C@@H](CO)O2)cc(OC)c1OC	i	-2	-2	0	0	3	-4	·	-10	-1.2
O=C(CCC(=O)NNC(=O)Nc1ccc(Cl)cc1)NCc1ccccc1	i	5	-3	-2	-5	2	2	0	3	-1.9
COc1ccccc1NC(=O)NNC(=O)CCN1CCOCC1	i	-2	12	2	-2	1	1	-9	-5	-0.4
COc1ccccc1OCC(=O)NC1CCCc2ccccc21 (configuration not stated)	i	1	-5	-5	1	3	1	-2	1	0.6

Taken from the entries so far for reference:
SMILES	Rpn11 inh	NadD inh	SKN-1 block	DNMT1 inh	MT1-MMP act inh	SUMO1 PPI mod	STEP inh	Scp-1 inhibitor	CendR NRP1 mod	LMPTP inh
CCn1c(SCC(=O)Nc2cccc(C)n2)nnc1-c1ccco1	i	11	6	4	2	-1	-5	-10	-15	-0.3
Cc1ccc(S(=O)(=O)N2CCC(C(=O)OC(C)C(=O)NCc3ccccc3)CC2)cc1C (configuration not stated)	i	-7	0	-2	0	3	-2	1	1	-0.8

Screens from PubChem.
